Bioassay records from PubChem.
LYPLA2 counter: LYPLA2 inhibitors, primary screen, counter-screen for PME1 inhibitor project, biochemical, fluorescence polarization, FP-Rh probe ABPP; recombinant LYPLA2; inhibition, % at 5.9 µM; 0.38% of 320,000 active; AID 2177, 2009;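 active = inhibition above the screen-wide mean plus 3 SD, limit set per campaign, cut at about 26% in these data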;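 note: 0% = LYPLA2 with DMSO and 100% = wells lacking LYPLA2 enzyme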
Target sequence (O95372 whole entry, looked up): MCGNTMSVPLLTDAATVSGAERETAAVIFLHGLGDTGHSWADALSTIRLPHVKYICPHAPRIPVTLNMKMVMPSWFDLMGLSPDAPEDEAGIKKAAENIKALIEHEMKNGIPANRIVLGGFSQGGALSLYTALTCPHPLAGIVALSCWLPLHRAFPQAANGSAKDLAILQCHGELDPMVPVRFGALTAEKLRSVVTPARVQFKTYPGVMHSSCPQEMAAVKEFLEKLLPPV
PAD4 FP inh: human PAD4 inhibitors, primary screen, biochemical, fluorescence polarization, 1536-well format; Protein-arginine deiminase type-4 (Homo sapiens), Q9UM07; recombinant PAD4, RCA probe fluorescence polarization; inhibition, % at 6.36 µM; 0.41% of 330,000 active;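 active = percent inhibition above a cutoff equal to the mean of all tested compounds plus 3 SD, cut at about 15% in these data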;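 note: 0% = PAD4 with RCA probe and DMSO and 100% = probe without PAD4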
GSTO1 inh: inhibitors of recombinant GSTO1, primary screen, counter-screen for RBBP9 inhibitor project, biochemical, fluorescence polarization | Glutathione S-transferase omega-1 (Homo sapiens), P78417 | activity-based probe fluorescence polarization | inhibition, % at 5.96 µM | 1.1% of 300,000 active | AID 1974, 2009;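 active = inhibition above the campaign mean inhibition plus 3 SD, cut at about 35% in these data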;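 note: 0% = GSTO1-1 with DMSO and 100% = wells lacking GSTO1-1 enzyme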
Target sequence (P78417 whole entry, looked up): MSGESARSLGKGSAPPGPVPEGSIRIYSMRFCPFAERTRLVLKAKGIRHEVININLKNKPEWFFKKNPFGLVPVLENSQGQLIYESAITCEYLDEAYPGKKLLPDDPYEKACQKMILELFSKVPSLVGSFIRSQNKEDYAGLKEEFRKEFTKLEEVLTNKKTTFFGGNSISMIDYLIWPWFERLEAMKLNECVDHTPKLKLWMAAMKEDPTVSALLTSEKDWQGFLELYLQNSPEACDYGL
LYPLA1 counter: LYPLA1 inhibitors, primary screen, counter-screen for PME1 inhibitor project, biochemical, fluorescence polarization, FP-Rh probe ABPP; Acyl-protein thioesterase 1 (Homo sapiens), O75608; recombinant LYPLA1; inhibition, % at 5.9 µM; 0.16% of 320,000 active; AID 2174, 2009;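 active = inhibition above the mean of all tested compounds plus 3 SD, set per campaign, cut at about 14% in these data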;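 note: inhibitors block serine hydrolase probe labeling of LYPLA1 so polarization falls; 0% = enzyme with DMSO and 100% = wells lacking LYPLA1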
Target sequence (O75608 whole entry, looked up): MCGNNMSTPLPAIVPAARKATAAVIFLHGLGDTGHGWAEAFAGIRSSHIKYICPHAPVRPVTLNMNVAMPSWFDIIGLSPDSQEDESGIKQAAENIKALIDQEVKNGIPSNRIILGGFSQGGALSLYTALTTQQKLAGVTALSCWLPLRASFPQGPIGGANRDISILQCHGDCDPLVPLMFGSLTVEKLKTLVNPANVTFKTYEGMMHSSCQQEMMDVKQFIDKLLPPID
pPAFAH FP inh: pPAFAH enzyme inhibitors, primary screen, biochemical, fluorescence polarization, human; recombinant pPAFAH, FP-rhodamine probe fluorescence polarization; inhibition, % at 3.39 µM; 1.5% of 330,000 active;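 active = inhibition above the mean inhibition across the screen plus 3 SD, cut at about 25% in these data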;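 note: inhibitors block binding of the rhodamine activity-based probe so polarization drops; 0% = enzyme with DMSO and 100% = wells lacking pPAFAH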
PREPL inhibitor: PREPL enzyme inhibitors, primary screen, biochemical, fluorescence polarization | recombinant PREPL, fluorescence polarization activity-based probe | inhibition, % at 5.96 µM | 0.68% of 320,000 active; in the data active = inhibition above about 43%;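 note: 0% = enzyme with DMSO and 100% = wells lacking enzyme; many of its hits are not listed in these tables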
PAFAH1B3 inh: PAFAH1B3 enzyme inhibitors, primary screen, biochemical, fluorescence polarization, human | Platelet-activating factor acetylhydrolase IB subunit alpha1 (Homo sapiens), Q15102 | recombinant PAFAH1B3, FP-rhodamine probe | inhibition, % at 3.39 µM | 0.28% of 340,000 active | AID 492972, 2010;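 active = inhibition above the screen-wide average of all tested compounds plus 3 SD, cut at about 25% in these data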;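 note: 0% = enzyme with DMSO only and 100% = wells lacking PAFAH1B3 protein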
PAFAH1B2 FP inh: PAFAH1B2 enzyme inhibitors, primary screen, biochemical, fluorescence polarization, human; Platelet-activating factor acetylhydrolase IB subunit alpha2 (Homo sapiens), P68402; recombinant PAFAH1B2, FP-rhodamine activity probe; inhibition, % at 3.39 µM; 1.2% of 340,000 active;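 active = inhibition above the mean of all tested compounds plus 3 SD, cut at about 24% in these data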;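 note: 0% = enzyme with DMSO and 100% = wells lacking PAFAH1B2; many of its hits are not listed in these tables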
Target sequence (P68402 whole entry, looked up): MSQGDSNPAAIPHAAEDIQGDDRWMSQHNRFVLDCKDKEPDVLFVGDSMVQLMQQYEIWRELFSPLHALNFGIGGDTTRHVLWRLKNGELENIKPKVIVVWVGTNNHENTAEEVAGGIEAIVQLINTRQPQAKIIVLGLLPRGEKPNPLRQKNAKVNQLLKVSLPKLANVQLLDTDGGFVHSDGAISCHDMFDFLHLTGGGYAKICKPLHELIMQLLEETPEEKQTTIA
PAFAH2 inh: PAFAH2 enzyme inhibitors, primary screen, biochemical, fluorescence polarization, human. Platelet-activating factor acetylhydrolase 2, cytoplasmic (Homo sapiens), Q99487. recombinant PAFAH2, FP-rhodamine activity probe. inhibition, % at 3.39 µM. 0.99% of 340,000 active. AID 492956, 2010;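 active = inhibition above the mean over all tested compounds plus 3 SD, cut at about 30% in these data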;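 note: inhibitors block probe labeling of enzyme so polarization drops; 0% = enzyme with DMSO and 100% = wells lacking PAFAH2 protein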
* = called active by the depositor; x = no result given. This is a subset; the hit share may differ from the screen's.

1	N#CCCN/N=C(/Cc1nc2ccccc2[nH]1)c1ccc(Cl)cc1
2	Cc1cc(NC(=O)CN2C(=O)CC(c3ccco3)Sc3ccccc32)no1 (stereo unspecified)
3	CC(C)c1cc(C(C)C)c(S(=O)(=O)N2c3ccccc3[C@@]3(Br)C[C@H]4C(=O)N[C@@H](Cc5ccccc5)C(=O)N4[C@@H]23)c(C(C)C)c1
4	COc1ccc(S(=O)(=O)Nc2ccc3c(c2)CC(=O)N([C@@H](C)CO)C[C@@H](C)[C@@H](CN(C)Cc2ccccc2)O3)cc1
5	O=C(NCc1ccccc1)c1nncc(-c2ccccc2)n1
6	Cc1onc(-c2ccccc2)c1C(=O)N1CCCN2C(=O)c3ccccc3C21 (stereo unspecified)

assay / compound	1	2	3	4	5	6
LYPLA2 counter	-5	-2	-5	x	7	5
PAD4 FP inh	-7	5	2	4	-4	2
GSTO1 inh	-15	30	0	x	x	4
LYPLA1 counter	-6	-3	-7	x	2	-2
pPAFAH FP inh	8	4	6	11	3	1
PREPL inhibitor	1	4	7	9	12	9
PAFAH1B3 inh	x	3	x	7	6	4
PAFAH1B2 FP inh	x	8	x	38*	4	6
PAFAH2 inh	x	10	x	3	1	11

7	CCNc1nc(=S)nc(NCc2ccccc2)[nH]1
8	Cc1ccccc1CNS(=O)(=O)c1c(C(=O)N2CCCCC2)c(C)n(C)c1C
9	CCN(C(=O)c1ccco1)C1C2CC3CC(C2)CC1C3 (stereo unspecified)
10	O=C(NC1CC(=O)N(c2ccc(Cl)cc2)C1)N1CCN(C(=O)c2ccco2)CC1 (stereo unspecified)
11	CCOC(=O)c1ccc(NC(=O)C2=C(C)Nc3nc(CCCO)nn3C2c2ccc(OC)cc2)cc1 (stereo unspecified)
12	CCOC(=O)C1(C/C(C)=N/NC(N)=O)CC(C)(C)OC1=O (stereo unspecified)

assay / compound	7	8	9	10	11	12
LYPLA2 counter	-3	-3	2	3	5	4
PAD4 FP inh	3	-1	-1	4	1	-2
GSTO1 inh	-9	-1	-5	6	7	1
LYPLA1 counter	0	0	-1	-2	0	1
pPAFAH FP inh	-3	2	-2	3	1	0
PREPL inhibitor	-7	-6	1	-3	12	-1
PAFAH1B3 inh	x	0	1	6	-4	-5
PAFAH1B2 FP inh	x	2	21	0	3	1
PAFAH2 inh	x	-1	0	-2	5	0

Values in list order from above.
Compounds 8–11 in PAFAH1B2 FP inh: 2, 21, 0, 3
Compounds 8–11 in GSTO1 inh: -1, -5, 6, 7

New compounds follow:
13	O=S(=O)(NC(=S)NC1CCCCC1)c1ccc(Cl)cc1
14	CCN1CCN(S(=O)(=O)c2ccc(Cl)c(C(=O)N(C)Cc3cccc(OC)c3)c2)CC1
15	CCOc1ccc(CC(=O)Nc2cc(=O)n(C)c(=O)n2C)cc1
16	COc1cc(NC(=O)CSc2ncnc3scc(-c4ccccc4)c23)c(C(=O)O)cc1OC
17	CC1(CC(=O)N/N=C/c2cc([N+](=O)[O-])c(O)cc2O)OCCO1
18	O=C(NCc1ccccc1C(F)(F)F)c1cccc2c1C(=O)c1ccc(N3CCOCC3)cc1S2(=O)=O

assay / compound	13	14	15	16	17	18
LYPLA2 counter	-2	-1	2	1	1	x
PAD4 FP inh	-1	3	1	-6	-1	3
GSTO1 inh	2	2	4	-7	19	x
LYPLA1 counter	-1	-1	0	-6	0	x
pPAFAH FP inh	0	0	20	31*	13	-1
PREPL inhibitor	-1	6	-10	5	11	4
PAFAH1B3 inh	-1	8	7	9	x	-2
PAFAH1B2 FP inh	6	5	0	5	x	-1
PAFAH2 inh	0	-1	-5	29	x	5

As entered above:
cpd 16 in PAD4 FP inh reads -6
cpd 17 in pPAFAH FP inh reads 13
cpd 15 in LYPLA1 counter reads 0
cpd 14 in PAFAH1B2 FP inh reads 5
cpd 18 in PAFAH1B2 FP inh reads -1

(more compounds)
19	CCCOc1ccc(C(=O)N2CCN(c3ccc(NC(=O)CC)cc3Cl)CC2)cc1
20	CC(NC(=O)Cc1ccc(NS(=O)(=O)c2cccc(C(F)(F)F)c2)cc1)c1ccccn1 (stereo unspecified)
21	O=C(NCc1ccccc1)Nc1cccn(Cc2ccccc2)c1=O
22	Cc1cc(NC(=O)CSc2ncc(C(F)(F)F)cc2Cl)no1
23	CCOC(=O)C1=C(C)NC(c2cccs2)C(=O)N1 (stereo unspecified)
24	CC(C#N)Sc1nnc(-c2ccccc2F)n1C1CC1 (stereo unspecified)

assay / compound	19	20	21	22	23	24
LYPLA2 counter	8	-4	-4	x	5	2
PAD4 FP inh	-6	-1	-2	3	-2	-2
GSTO1 inh	3	3	-5	x	-6	3
LYPLA1 counter	3	2	-3	x	1	0
pPAFAH FP inh	3	3	4	4	6	-2
PREPL inhibitor	-1	-2	3	4	-3	-3
PAFAH1B3 inh	6	-1	11	8	2	1
PAFAH1B2 FP inh	2	1	7	1	2	1
PAFAH2 inh	3	-1	1	3	1	-2

25	Cc1ccccc1CNCCCSc1ncccn1
26	Cc1ccc(CNC(=O)NC2CCCCC2)cc1
27	CCn1c(CN2CCN(c3ccc(OC)cc3)CC2)nc2cc(S(=O)(=O)N(C)C)ccc21
28	N=C1C(c2ccc(Br)cc2)=C(O)C2CCc3ccccc3N12 (stereo unspecified)
29	O=C(CSc1nnc(NC(=O)c2ccco2)s1)NC1CCCC1
30	CN(C)C(=O)c1nc2ccc(Cl)cn2c1CNCc1ccccc1OC(F)(F)F

assay / compound	25	26	27	28	29	30
LYPLA2 counter	-4	1	5	7	-3	0
PAD4 FP inh	-2	-4	-1	-4	-3	1
GSTO1 inh	5	-3	-2	4	-3	-3
LYPLA1 counter	1	-2	5	4	0	0
pPAFAH FP inh	-3	2	4	2	-5	3
PREPL inhibitor	5	5	7	32	4	-1
PAFAH1B3 inh	11	-7	9	5	2	9
PAFAH1B2 FP inh	1	10	3	-1	-6	1
PAFAH2 inh	-2	5	4	5	0	2

Whole records, looked up by structure. Screens in order: LYPLA2 counter, PAD4 FP inh, GSTO1 inh, LYPLA1 counter, pPAFAH FP inh, PREPL inhibitor, PAFAH1B3 inh, PAFAH1B2 FP inh, PAFAH2 inh
N=C1C(c2ccc(Br)cc2)=C(O)C2CCc3ccccc3N12 (stereo unspecified) is listed with 7, -4, 4, 4, 2, 32, 5, -1, 5
O=C(CSc1nnc(NC(=O)c2ccco2)s1)NC1CCCC1 is listed with -3, -3, -3, 0, -5, 4, 2, -6, 0
Cc1ccccc1CNCCCSc1ncccn1 is listed with -4, -2, 5, 1, -3, 5, 11, 1, -2
CCn1c(CN2CCN(c3ccc(OC)cc3)CC2)nc2cc(S(=O)(=O)N(C)C)ccc21 is listed with 5, -1, -2, 5, 4, 7, 9, 3, 4

New compounds follow
31	O=C(NCc1ccc2c(c1)OCO2)C1CCN(S(=O)(=O)N2CCOCC2)CC1
32	C[C@H](CO)N1C[C@H](C)[C@@H](CN(C)C(=O)Nc2ccc(C(F)(F)F)cc2)Oc2c(NC(=O)Nc3ccc(C(F)(F)F)cc3)cccc2C1=O
33	CCOc1ccc(Nc2nc(NCC3CCCO3)c3ccccc3n2)cc1 (stereo unspecified)
34	Cn1cnc2cc(NC(=O)c3ccc(Cl)cc3)ccc21
35	COCCN1Cc2cc3cc(C)ccc3nc2SC1=Nc1cccc(OC)c1
36	CCOCCCNC(=O)c1ccc2c(c1)ncn2-c1cccc(C)c1

assay / compound	31	32	33	34	35	36
LYPLA2 counter	2	x	4	5	0	2
PAD4 FP inh	0	0	0	0	-3	-2
GSTO1 inh	5	x	0	0	1	-3
LYPLA1 counter	3	x	-1	1	-1	1
pPAFAH FP inh	8	-15	67*	-6	8	3
PREPL inhibitor	-14	10	59*	-1	7	7
PAFAH1B3 inh	2	-41	8	2	10	-5
PAFAH1B2 FP inh	4	51*	7	2	2	0
PAFAH2 inh	0	-51	5	-2	-6	1

37	CC(C)NC(=O)Cc1ccc(Br)cc1
38	COc1ccc(OCc2nn[nH]n2)cc1
39	O=C(c1ccccc1)N1CCC(c2nc3c(nnn3Cc3ccco3)c(=O)[nH]2)CC1
40	CC(C)NC(=O)c1ccccc1NC(=O)C1COc2ccccc2O1 (stereo unspecified)
41	CC(/C=N/NC(=O)Cc1cccs1)=C\c1ccccc1
42	CCCC(c1nnnn1C1CCCC1)N1CCN(c2ccccc2F)CC1 (stereo unspecified)

assay / compound	37	38	39	40	41	42
LYPLA2 counter	3	-4	0	6	11	0
PAD4 FP inh	-4	-3	-3	-2	3	-1
GSTO1 inh	2	4	-5	-6	2	-3
LYPLA1 counter	1	-5	2	3	7	4
pPAFAH FP inh	4	3	4	2	12	-3
PREPL inhibitor	14	-1	6	2	1	1
PAFAH1B3 inh	8	5	5	3	6	2
PAFAH1B2 FP inh	7	4	0	-2	4	1
PAFAH2 inh	7	-4	7	1	-4	-5

43	CCOc1ccc(C(=S)NC2CCCCC2)cc1OC
44	Fc1ccccc1COc1ccc(/C=N/NC(=S)NCc2ccccc2)cc1
45	COc1ccc(CCNC(=O)C2CCN(S(=O)(=O)c3ccc(C)cc3)CC2)cc1
46	CCOC(=O)C1=C(C)Nc2ncnn2C1c1cc(Br)ccc1F (stereo unspecified)
47	Cc1cc(NS(=O)(=O)c2ccc(NC(=O)C(C(C)C)N3C(=O)c4ccccc4C3=O)cc2)nc(C)n1 (stereo unspecified)
48	Cc1ccc(-n2c(N)cc(=O)nc2SCC(=O)N2CCN(c3ccccc3)CC2)cc1
49	O=C1c2cccc3cc([N+](=O)[O-])cc(c23)C(=O)N1/N=C/c1ccc(O)cc1O
50	O=C(C1CCN(S(=O)(=O)c2cccc3nsnc23)CC1)N1CC=C(c2ccccc2)CC1

assay / compound	43	44	45	46	47	48	49	50
LYPLA2 counter	-3	-7	1	4	5	2	12	8
PAD4 FP inh	2	-7	-6	3	3	3	-6	3
GSTO1 inh	4	-2	5	9	-4	3	22	1
LYPLA1 counter	-3	-5	3	-7	0	0	3	0
pPAFAH FP inh	-2	1	-4	0	0	-1	15	4
PREPL inhibitor	17	13	-10	-8	8	25	31	35
PAFAH1B3 inh	1	6	7	-4	2	9	8	4
PAFAH1B2 FP inh	1	5	9	7	-9	2	9	0
PAFAH2 inh	-4	-6	0	17	8	1	13	-2
